Source: PubChem
RAD52 inh: RAD52 DNA annealing inhibitors, primary screen, biochemical, FRET, single point, set 2. DNA repair protein RAD52 homolog (Homo sapiens), P43351. recombinant RAD52 DNA annealing, FRET fluorescence. inhibition, % at 18.7 µM. 360,000 compounds, 0.46% hits. AID 651710, 2012;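 active means every replicate showing at least 50% inhibition; inconclusive means mean inhibition at least 50% but not in every replicate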
Target sequence (P43351 whole entry, looked up): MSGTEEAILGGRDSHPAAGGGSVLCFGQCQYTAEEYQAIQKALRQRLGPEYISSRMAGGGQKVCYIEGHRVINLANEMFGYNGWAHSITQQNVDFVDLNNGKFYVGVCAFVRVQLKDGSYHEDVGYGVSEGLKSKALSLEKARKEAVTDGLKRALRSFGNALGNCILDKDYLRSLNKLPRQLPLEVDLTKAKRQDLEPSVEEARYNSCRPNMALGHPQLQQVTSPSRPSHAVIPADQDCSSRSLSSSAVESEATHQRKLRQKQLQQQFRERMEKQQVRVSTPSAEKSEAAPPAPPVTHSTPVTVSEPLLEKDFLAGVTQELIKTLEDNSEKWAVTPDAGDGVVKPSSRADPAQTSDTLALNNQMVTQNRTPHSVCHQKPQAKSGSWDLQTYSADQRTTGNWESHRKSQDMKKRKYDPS
F508del corr: F508del CFTR correction, initial screen, CFBE line, single point; CFBE cells, YFP halide quenching; stimulated with forskolin plus potentiator P3; % fluorescence drop versus neutral controls; activity (quench increase), % at 7.58 µM; 350,000 compounds, 0.36% hits;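 active means mean added fluorescence quench of at least 8% versus neutral control, with both replicates also reaching 8%; inconclusive means only one of the mean or replicate conditions met; inactive means mean below 8% and not both replicates reaching 8%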;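 further: cells transiently co-express mutant CFTR-F508del with the halide-sensitive YFP; corrector assay measuring rescue of mutant channel to the surface after 24 h compound exposure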
ARNT TACC3 PPI: disruptors of ARNT/TACC3 protein interaction, primary screen, biochemical, AlphaScreen, single concentration. AlphaScreen His-ARNT PAS-B/GST-TACC3 binding, luminescence; TACC3 fragment carries E629A point mutation. inhibition, % at 9.99 µM. 390,000 compounds, 0.66% hits. AID 623870, 2012;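 active means mean inhibition of replicates at least 50% and at least half of replicates each reaching 50%; inconclusive means half or more replicates reach 50% but mean below 50%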;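 further: 0% = complete ARNT plus TACC3 wells and 100% = ARNT alone without TACC3; many hits fall short of the cut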
esBAF inh: Bmi1 luciferase reporter increase in mESCs, primary screen, esBAF inhibitor project, mouse ES cells, Bmi1 luciferase knock-in, single point; 24 h; 100% = twice the neutral-well signal; reporter increase, % at 12.5 µM; 350,000 compounds, 2% hits; AID 602393, 2012; in the data active means activation above about 40%; inconclusive means no clear call, values can overlap the other calls;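 further: 0% = median of the plate's neutral control wells and 100% = double that signal; a rise in the Bmi1 reporter signal indicates esBAF inhibition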
INS-1E GSIS act: GLuc luminescence reporter in INS-1E cells, primary screen for activators of glucose-dependent secretion of insulin | activation, % at 16.6 µM | 370,000 compounds, 0.61% hits | INS-1E GLuc reporter insulin secretion, 2-3 h;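 active means lowest replicate activation of at least 40%, so every replicate reaches that level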;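 further: 0% = median of neutral control wells and 100% = median of IBMX positive control wells; some compounds called inactive have numbers as strong as hits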
ERAP1 inh: human ERAP1 aminopeptidase inhibitors, primary screen, biochemical, single point, plate reader; recombinant ERAP1, Leu-AMC fluorescence, 60 min; inhibition, % at 10.7 µM; 340,000 compounds, 0.15% hits;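 active means mean replicate inhibition of at least 30%, or all replicates individually reaching that 30% level; inactive means mean below 30% and not every replicate reaching it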;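 further: 0% = neutral control wells and 100% = L-leucinethiol positive control wells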
RAD54 inh: inhibitors of human RAD54 branch migration, primary screen, biochemical, fluorescence, single point. inhibition, % at 10.4 µM. RAD54 Holliday junction branch migration, FAM/BHQ fluorescence. DNA repair and recombination protein RAD54-like (Homo sapiens), Q92698. 360,000 compounds, 0.14% hits. AID 602329, 2012;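 active means mean normalized replicate activity at least 40 and at least half of replicates scoring 40 or more; inconclusive means only one of the two criteria met; inactive means mean below 40 and under half of replicates reaching 40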;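 further: 0% = median of neutral control wells and 100% = median of positive control wells; inhibitors cause a drop in the FAM fluorescence signal; in these data hits start at about 50%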
XiGFP reactiv: activators of inactive X chromosome reactivation, primary screen, imaging, XiGFP fibroblasts, GFP high-content imaging, set 2; XiGFP mouse fibroblasts, % GFP-positive cells imaging, 3 d; cells co-treated with 5-aza-dC sensitizer; scaled so ellipticine positive control = 100%; activation, % at 7.58 µM; 360,000 compounds, 0.055% hits; AID 743238, 2013;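 active means mean normalized replicate activation at least 10% and every replicate at or above 10%; inconclusive means only one of the two criteria met; inactive means mean below 10% and not all replicates reach 10%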;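 further: 0% = median of on-plate neutral control wells and 100% = ellipticine 6 µM median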
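System: 68-5-11 XiGFP fibroblast line | Buffer or medium: DMEM containing 5-aza-dC | Compound: Single point | Times: Compounds 3 days, fix/stain 15 min at room temperature | Benchmarks: Positive control ellipticine, 6 µM final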
* hit, by the source's call; u = inconclusive; x = no result given.

entry	Molecule	RAD52 inh	F508del corr	ARNT TACC3 PPI	esBAF inh	INS-1E GSIS act	ERAP1 inh	RAD54 inh	XiGFP reactiv
1	CSc1ccc(OC2CCCCC2NS(=O)(=O)c2ccccc2)cc1 (stereo unspecified)	-14	2.3	x	x	-28	1	x	0.0
2	O=C(/C=C/c1cccs1)NNC(=O)c1ccccc1	-14	2.4	-5	36	2	-1	-11	-0.1
3	O=[N+]([O-])c1ccc(N2CCN(c3ccc(F)cc3)CC2)nc1	-2	4.1	-12	2	-5	3	-6	0.1
4	COc1cccc(NC(=O)c2ccc(Cn3cc([N+](=O)[O-])cn3)o2)c1	-22	x	-3	x	0	3	x	-0.1
5	C/C(Cl)=C\Cn1c(O)c(N=O)c2ccccc21	0	0.3	8	x	2	-9	x	0.2
6	CCc1ccc(CN(C)C(=O)C2CCC(=O)N(Cc3ccccn3)C2)cc1 (stereo unspecified)	-17	-2.7	0	-1	11	-4	3	0.1
7	CCOC(=O)Nc1ccc2c(COC(=O)c3ccccc3O)cc(=O)oc2c1	-30	-1.9	-8	-12	8	0	4	0.1
8	Fc1ccc(-c2nc3ccccn3c2NCc2ccc3c(c2)OCO3)cc1	-8	3.8	x	7	12	-8	-6	0.1
9	CC(=O)N1CC(=O)N(c2ccccc2)C1=O	-1	-1.6	-17	1	-1	-4	5	0.0
10	CN1CCN(C(=O)C[C@@H]2C[C@@H]3c4cc(NC(=O)C5CCOCC5)ccc4O[C@@H]3[C@H](CO)O2)CC1	3	0.3	-11	-1	0	-1	-1	0.1
11	COc1ccc(S(=O)(=O)NC(C)c2ccc3c(c2)OCCO3)cc1 (stereo unspecified)	-35	1.6	x	-2	21	-1	6	-0.1
12	Cc1n[nH]c(=S)n1/N=C/c1cccc(OCc2ccccc2)c1	-13	-4.0	-1	x	9	5	x	0.0
13	Cc1cc(O)ccc1-c1cc(C(=O)NCc2ccc(F)cc2)[nH]n1	-4	0.5	x	6	-4	10	8	-0.1
14	Cc1nnc(Sc2cc(C(=O)NC3CC3)c3ccccc3n2)s1	-7	-4.0	-4	-7	8	1	x	0.0
15	COC(=O)c1ccc(-c2nc(CN3CCCN(C(=O)c4ccco4)CC3)c(C)o2)cc1	-13	-0.6	6	6	-5	-1	0	0.2
16	C[C@H]1CN([C@@H](C)CO)C(=O)c2cc(C#CCc3ccccc3)cnc2O[C@H]1CN(C)C(=O)Cc1cccnc1	6	1.0	x	-8	-6	5	6	-0.7
17	COc1ccc(-n2c(C)cc(/C=C3/SC(=O)N(CC(=O)N4CCOCC4)C3=O)c2C)cc1	-3	-2.5	3	x	24	-2	x	0.0
18	Cc1cc(=O)oc2cc(OC(C)C(=O)N3CCOCC3)c(Cl)cc12 (stereo unspecified)	-8	-0.5	x	1	13	2	3	0.3
19	COc1ccc(C2/C=C\CN(CC(C)C)CC(=O)N2Cc2ccc(F)cc2)cc1 (stereo unspecified)	-77	-0.2	0	-3	6	3	-2	0.0
20	COc1ccc(C(=O)N(C)C(C)c2ccon2)cc1OC1CCN(C(C)C)CC1 (stereo unspecified)	-6	-0.3	4	-8	-11	-6	-8	0.1
21	CC(C)(C)C(=O)NCCc1nc(-c2ccccc2)no1	x	0.1	-4	-5	-5	x	10	0.0
22	Cn1cc(C(=O)N/N=C/c2ccc(Br)c([N+](=O)[O-])c2)c2ccccc21	-17	-1.7	x	x	x	x	3	0.0
23	C/C(=N\NC(=O)c1nnn(-c2nonc2N)c1-c1ccc(Cl)c(Cl)c1)c1ccncc1	-1	0.4	10	1	x	2	-7	0.0
24	Cc1cc(-c2ccccc2)nc(N/N=C/c2ccc(O)cc2)n1	-7	3.5	8	x	0	2	-2	0.1
25	Cc1ccc(S(=O)(=O)N2CCCCC2CCNC(=O)C(=O)NCc2ccccc2C)cc1 (stereo unspecified)	-2	-1.4	-8	-9	-13	2	7	-0.1
26	CCC(=O)Nc1ccc2c(c1)OC[C@H](C)N(Cc1cccnc1)C[C@@H](C)[C@H](OC)CN(C)C2=O	1	3.8	x	-2	21	-5	5	0.2
27	C=C(C)C1CCC(C)=C1COC(=O)Nc1ccccc1 (stereo unspecified)	x	x	0	14	-11	x	-5	x
28	CCOC(=O)c1cn2ccc(C)cc2n1	-3	0.4	-2	x	11	3	x	0.2
29	O=C(C[C@@H]1C=C[C@@H](NC(=O)c2ccccc2)[C@@H](CO)O1)NCc1ccncn1	-21	0.8	5	6	17	-1	-5	-0.1
30	Cc1ccc(COC(=O)c2cc([N+](=O)[O-])ccc2N2CCOCC2)cc1	-11	4.1	11	-55	-9	3	-2	0.5
31	CC(=O)Nc1ccc(-c2csc(Nc3cc(C)ccn3)n2)cc1	-21	-4.4	2	u	-13	-3	-9	0.1
32	O=C(CCC1CCCC1)NNC(=O)c1cccc(Cl)c1	-6	1.8	x	4	19	1	1	0.1
33	CCOCCCNC(=O)C1CC(=O)N(CCc2ccc(C)cc2)C1 (stereo unspecified)	-2	x	23	3	-12	1	5	0.5
34	COc1ccccc1CN1[C@@H](CC(=O)O)c2ccccc2S1(=O)=O	-18	-0.8	-1	-11	-8	-1	4	-0.1
35	Cc1cc(NC(=O)CSc2nnc(C3COc4ccccc4O3)n2N)no1 (stereo unspecified)	-8	-4.8	2	-12	-20	-3	-7	0.0
36	COc1cccc2c1OCC/C2=N\NC(=O)C(C)Oc1ccc([N+](=O)[O-])cc1 (stereo unspecified)	-17	-5.6	21	x	4	-1	x	0.0
37	CN(CC(=O)Nc1ccc(C(N)=O)cc1)S(=O)(=O)c1ccc2c(c1)OCCO2	-4	2.0	-4	-4	-7	-1	5	0.4
38	CC(C)NC(=O)N(C)C[C@H]1Oc2ccc(NC(=O)Cn3cnnn3)cc2CC(=O)N([C@@H](C)CO)C[C@@H]1C	4	0.3	9	6	18	-2	1	-0.1
39	CN(C)c1ccc(/C=C2\N=C(C(C)(C)C)OC2=O)cc1	-207	-1.4	-3	5	13	2	-25	0.0
40	CO[C@H]1CN(C)C(=O)c2cc(NC(=O)C3CCC3)ccc2OC[C@@H](C)N(Cc2nccs2)C[C@H]1C	12	2.9	1	0	-5	1	6	0.3
41	C[N+](C)=C1SCC(C)(/C=N/O)S1 (stereo unspecified)	-21	0.4	0	-5	2	1	x	-0.1
42	O=C(NCCNC1CCC(c2ccccc2)CC1)c1cccs1 (stereo unspecified)	4	-0.2	-1	x	7	5	x	-0.1
43	CC1CN(C(=O)CCC(=O)N2CCCCC2)c2ccccc2O1 (stereo unspecified)	-5	-0.6	0	-1	x	-1	-4	0.0
44	C/C=C/c1cnc2c(c1)C(=O)N([C@H](C)CO)C[C@H](C)[C@H](CN(C)Cc1ccccc1)O2	2	-3.7	-6	0	-10	0	8	0.2
45	CC(NS(=O)(=O)c1ccccc1)c1n[nH]c(=S)n1-c1ccccc1 (stereo unspecified)	-2	0.5	-2	-2	12	6	x	-0.1

Nothing new here: two of the compounds above.
entry	Molecule	RAD52 inh	F508del corr	ARNT TACC3 PPI	esBAF inh	INS-1E GSIS act	ERAP1 inh	RAD54 inh	XiGFP reactiv
37	CN(CC(=O)Nc1ccc(C(N)=O)cc1)S(=O)(=O)c1ccc2c(c1)OCCO2	-4	2.0	-4	-4	-7	-1	5	0.4
38	CC(C)NC(=O)N(C)C[C@H]1Oc2ccc(NC(=O)Cn3cnnn3)cc2CC(=O)N([C@@H](C)CO)C[C@@H]1C	4	0.3	9	6	18	-2	1	-0.1

(further entries)
entry	Molecule	RAD52 inh	F508del corr	ARNT TACC3 PPI	esBAF inh	INS-1E GSIS act	ERAP1 inh	RAD54 inh	XiGFP reactiv
46	C[C@@H]1CN([C@@H](C)CO)C(=O)c2cc(C#CC3CCCC3)cnc2O[C@H]1CN(C)Cc1ccncc1	-18	2.8	3	2	-8	2	-9	-0.5
47	O=C(Nc1ccc(Oc2cccnc2)cc1)C1CCCCN1Cc1ccc(CO)o1 (stereo unspecified)	8	-2.9	x	-2	-1	1	21	0.0
48	Cc1ccc(S(=O)(=O)NCCC(=O)NCCSc2ccc(Br)cc2)cc1	-7	-0.1	-4	-4	-25	-4	4	-0.1
49	CN(C)CC(=O)N[C@@H]1CC[C@@H](CCNC(=O)Nc2ccc(F)cc2)O[C@@H]1CO	9	0.1	x	-3	-10	-2	-2	0.0
50	C[C@@H]1CN([C@@H](C)CO)C(=O)c2cc(C#Cc3ccccn3)cnc2O[C@H]1CN(C)CC1CCOCC1	-35	1.8	-4	-3	-9	3	2	-0.5
51	C[C@H](CO)N1C[C@H](C)[C@@H](CN(C)S(=O)(=O)c2ccc(F)cc2)Oc2ccc(NS(=O)(=O)c3cn(C)cn3)cc2CC1=O	20	-1.8	x	-4	-5	-3	x	0.2
52	CO[C@H]1CN(C)C(=O)c2ccc(NC(C)=O)cc2OC[C@@H](C)N(Cc2ccccn2)C[C@H]1C	4	2.0	-4	-2	24	-2	3	0.4
53	O=C(O)C(CCc1ccccc1)(Cc1ccccc1)C(=O)O	-41	5.4	-8	-6	-1	-3	-4	0.0
54	S=C(NCCc1ccccc1)N1CCCCC1	-2	-0.3	3	x	-1	-7	x	0.1
55	CCOC(=O)C1CCN(C(=O)Cn2nc(C)n3nc(-c4ccc(OC)cc4)cc3c2=O)CC1	-6	-0.3	4	6	-1	-1	-14	0.0
56	O=C(NNS(=O)(=O)c1ccc(Cl)cc1)c1cccs1	-10	0.1	-7	x	-5	0	x	0.0
57	CC(=O)NCCc1nc2cc(NC(=O)c3ccccc3)ccc2n1C	-24	-2.6	10	18	14	-3	3	-0.1
58	O=C(COc1ccccc1[N+](=O)[O-])Nc1cccnc1	3	1.9	-3	45*	6	-4	-9	0.0
59	O=C(CSc1nnc(-c2ccccc2)o1)N1CCCCC1	5	-3.9	3	13	30	-2	5	0.4
60	O=C(NN=Cc1ccc(OC(F)F)cc1)c1ccc(NS(=O)(=O)c2cccs2)cc1	-20	-4.0	4	30	-9	0	1	-0.5
61	C[C@@H]1CN([C@H](C)CO)C(=O)CCCn2cc(nn2)CO[C@@H]1CN(C)C(=O)Nc1ccc(-c2cccs2)cc1	2	1.1	22	11	-5	-3	-4	-0.2
62	COc1ccc2c3c([nH]c2c1)[C@@H](CO)N(C(=O)C1CCCC1)CC31CN(Cc2nccs2)C1	0	1.1	x	x	-5	0	x	0.0
63	CN(CC1CCOCC1)C(=O)CC1C(=O)NCCN1CC1CCCCC1 (stereo unspecified)	-10	1.3	x	1	-1	-4	-7	0.0
64	COc1ccc(S(=O)(=O)NC(=O)C2(C)CCN2C(=O)c2ccc(C(F)(F)F)nc2C)cc1 (stereo unspecified)	-8	-1.0	x	-8	0	2	-2	-0.2
65	CC(C)C#Cc1ccc([C@H]2[C@H]3CN(C(=O)Cc4ccccc4)CC(=O)N3[C@H]2CO)cc1	-4	1.0	x	x	-16	1	x	0.0
66	COc1cc(C(=O)NCCC(=O)N2CCN(C)CC2)cc(OC)c1OC	-9	-3.5	-10	-13	0	1	-13	0.1
67	Cc1[nH]n(-c2ccccc2)c(=O)c1N=Nc1ccc(Cl)cc1	-9	-0.2	-1	5	2	1	4	-0.1
